CHRM5 antagonist = antagonists of human muscarinic M5 receptor (CHRM5); P08912; CHO-hM5 cells, Fluo-8 calcium fluorescence, ACh EC80; inhibition, % at 3 µM; 360,000 compounds, 0.59% hits; AID 624040;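 active means inhibition above a per-plate cutoff, the mean of that plate's test compounds plus 3 SD, cut at about 27% in these data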;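 further: 0% = acetylcholine EC80 with DMSO and 100% = DMSO without agonist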
M1 PAM = human CHRM1 positive allosteric modulation; P11229; CHO-K1 hM1, Fluo-8 calcium fluorescence, ACh EC20; 0% = ACh EC20, 100% = maximal ACh; activation, % at 3 µM; 360,000 compounds, 0.088% hits; in the data active means activation above about 19%, passing the limit was not always enough
Target sequence (P11229 whole entry, looked up): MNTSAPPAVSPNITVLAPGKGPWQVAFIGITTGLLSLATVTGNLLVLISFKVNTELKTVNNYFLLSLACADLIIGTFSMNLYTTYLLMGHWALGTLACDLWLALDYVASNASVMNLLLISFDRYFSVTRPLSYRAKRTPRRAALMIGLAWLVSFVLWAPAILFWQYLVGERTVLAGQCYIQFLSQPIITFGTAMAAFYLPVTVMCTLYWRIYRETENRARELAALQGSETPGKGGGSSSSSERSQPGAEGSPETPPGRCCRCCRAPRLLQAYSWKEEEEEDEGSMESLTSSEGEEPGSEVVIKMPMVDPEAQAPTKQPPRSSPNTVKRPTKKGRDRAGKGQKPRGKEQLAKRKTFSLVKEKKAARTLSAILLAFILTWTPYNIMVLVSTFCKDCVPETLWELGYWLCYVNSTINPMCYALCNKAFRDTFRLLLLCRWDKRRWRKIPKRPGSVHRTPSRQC
M4 ag = agonists of human muscarinic M4 receptor (CHRM4). activation, % at 3 µM. P08173. CHO-K1 hM4/Gqi5, Fluo-8 calcium fluorescence; vehicle 0%, full acetylcholine response 100%. 360,000 compounds, 0.14% hits;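 active means activation above the run mean over all test wells plus 3 SD, cut at about 32% in these data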;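 further: peak over basal fluorescence ratio per well then scaled between controls; 0% = DMSO wells and 100% = acetylcholine at EC100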
CHRM1 antagonist = antagonists of human M1 muscarinic receptor; P11229; CHO-K1 hM1, Fluo-8 calcium fluorescence, ACh EC80 antagonist; inhibition, % at 3 µM; 360,000 compounds, 1.3% hits;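 active means percent inhibition above its own plate's cutoff, namely the mean of that plate's compound wells plus 3 SD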;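 further: peak over basal fluorescence ratio during 140 s after agonist addition; 0% = ACh EC80 plus DMSO and 100% = DMSO alone without agonist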
CHRM4 antagonist = CHRM4 antagonism in calcium assay; P08173; AID 624125; CHO-hM4 cells, ACh EC80, Fluo-8 calcium fluorescence; 360,000 compounds, 0.73% hits; inhibition, % at 3 µM;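 active means inhibition above its plate's cutoff, the mean inhibition of sample wells plus 3 SD, cut at about 27% in these data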;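 further: 0% = acetylcholine EC80 with DMSO and 100% = DMSO without agonist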
TAAR1 ag = human TAAR1 agonism | CHO RD-HGA16 TAAR1, Fluo-8 calcium fluorescence; vehicle wells 0%, saturating PEA agonist 100% | Q96RJ0 | AID 624467 | activation, % at 3 µM | 360,000 compounds, 0.99% hits;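 active means activation above the mean activation of all test compounds in the run plus 3 SD, cut at about 38% in these data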
Target sequence (Q96RJ0 whole entry, looked up): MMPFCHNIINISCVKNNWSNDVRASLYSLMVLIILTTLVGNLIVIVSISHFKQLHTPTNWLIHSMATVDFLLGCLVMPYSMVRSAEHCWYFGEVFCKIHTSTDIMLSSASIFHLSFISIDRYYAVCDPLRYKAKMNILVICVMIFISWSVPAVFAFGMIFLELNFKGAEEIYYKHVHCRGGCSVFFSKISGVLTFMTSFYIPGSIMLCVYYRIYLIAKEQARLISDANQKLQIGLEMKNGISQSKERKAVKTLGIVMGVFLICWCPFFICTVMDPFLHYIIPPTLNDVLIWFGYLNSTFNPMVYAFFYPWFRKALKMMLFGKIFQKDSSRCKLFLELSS
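Assay system – CHO-derived RD-HGA16 cells with stable Gα16 and human TAAR1 · Compound dosing – one-point dosing at 3 µM (nominal) · Incubation – 17-24 h seeding, 75 min 37 °C dye, 30 min RT · Measured by – kinetic Fluo-8 calcium fluorescence · Control set – DMSO vehicle as 0%, PEA at EC100 as 100% · Repeats – single well for each compound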
CHRM5 PAM = potentiates acetylcholine response at human M5 receptor. 360,000 compounds, 0.3% hits. activation, % at 3 µM. CHO-K1 hM5, Fluo-8 calcium, ACh EC20 PAM; 0% = ACh EC20, 100% = ACh EC100. AID 624038. P08912;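 active means activation above the run cutoff, the mean activation of all test compounds plus 3 SD, cut at about 18% in these data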
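Test system: CHO-K1 hM5 cells / Doses: single-point, 3 µM nominal / Times: Post-acetylcholine fluorescence recording 140 s / Technique: Fluo-8 calcium fluorescence / Measure: Max/basal fluorescence ratio as % of EC20–EC100 ACh window / Benchmarks: low control EC20 acetylcholine (0%), high control EC100 acetylcholine (100%) / Replicates: one well per compound, no replicates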
CHRM5 agonist = CHRM5 agonism in calcium assay; CHO-K1 hM5 cells, Fluo-8 calcium fluorescence; 0% DMSO wells, 100% maximal acetylcholine response; activation, % at 3 µM; 360,000 compounds, 0.19% hits; P08912;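 active means activation above the run's mean over test compounds plus 3 SD, cut at about 23% in these data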;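 further: signal is peak over basal fluorescence ratio across the kinetic read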
CHRM1 agonist = activates human CHRM1 receptor; CHO-K1 hM1, Fluo-8 calcium fluorescence, agonist mode; 0% DMSO, 100% acetylcholine EC100; AID 588814; activation, % at 3 µM; P11229; 360,000 compounds, 0.33% hits;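 active means activation above the run's mean compound activation plus 3 SD, cut at about 16% in these data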;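 further: peak over basal fluorescence ratio within a 140 s kinetic read after compound addition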
Numbers without * were called inactive; x = not tested or not shown.

Results follow in this order: CHRM5 antagonist	M1 PAM	M4 ag	CHRM1 antagonist	CHRM4 antagonist	TAAR1 ag	CHRM5 PAM	CHRM5 agonist	CHRM1 agonist
COc1ccc(NS(=O)(=O)c2cc(NC(=O)CNC(=O)c3cccc(OC)c3)ccc2C)cc1
 : 7	-5	2	6	3	8	-5	-3	-5
Cc1nnc(SCCn2c(N3CCN(C)CC3)nc3c2c(=O)n(C)c(=O)n3C)s1
 : -8	3	0	2	16	8	4	2	-7
Cc1ccc(-c2nc(CS(=O)CC(=O)NCc3ccccc3)c(C)o2)cc1 (stereo unspecified)
 : -2	24*	0	-15	-15	-3	-2	-2	5
C[C@@H]1CN([C@@H](C)CO)C(=O)c2cc(NS(C)(=O)=O)ccc2O[C@@H]1CN(C)S(=O)(=O)c1ccccc1
 : -7	2	1	-7	-24	0	-4	0	-8
COc1ccc(NC(C)=O)cc1NC(=O)CSc1nnc(-c2ccccn2)n1C
 : 7	0	17	2	1	4	-5	0	-4
O=C(Nc1cscc1S(=O)(=O)c1ccccc1)c1ccccc1Cl
 : -14	6	-2	-9	-11	-1	5	-2	-4
O=C(NCc1ccc(Cl)cc1)c1cc(=O)nc2sc(-c3ccccc3)nn12
 : 6	-4	-1	5	8	0	-2	0	-1
CCN(c1ccc(OC)cc1)S(=O)(=O)c1nnc(NC(=O)CC(C)C)s1
 : 5	0	0	-6	3	-4	1	-4	-6
CCOC(=O)CC1ON(C)C(=O)N1c1ccc(Cl)cc1Cl (stereo unspecified)
 : 0	-17	0	0	0	0	-11	-4	-4
COc1ccc(/C=C(/Sc2nnc(-c3ccc(Cl)cc3)o2)C(=O)O)cc1
 : -17	8	2	-6	-6	9	2	-2	-3
COc1c(S(=O)(=O)n2nc(C)cc2C)ccc(Cl)c1Cl
 : 2	5	0	-5	-3	0	1	-3	-6
O=c1[nH]cnc2scc(C3COc4ccccc4O3)c12 (stereo unspecified)
 : -5	0	1	-11	-15	0	7	-13	-2
CN(C)CCN(Cc1ccccc1)c1nccc(N(C)C)c1C#N
 : 4	9	2	-29	7	3	-2	-6	-10
O=C(NCc1ccccc1)c1onc(CS(=O)(=O)c2ccccn2)c1C(=O)NCc1ccccc1
 : 4	4	2	1	-14	7	1	3	-1
O=C(CNC1CCCC1)Nc1cc(Cl)ccc1[N+](=O)[O-]
 : 12	11	-1	-18	0	18	-2	-4	-6
COc1ccc(N2CCN(C(=O)c3cc(=O)[nH]c4ccccc34)CC2)cc1
 : -1	2	3	-1	-3	13	-6	2	-12
CC(C(=O)NC1CCCCC1)N1CCN(C)CC1 (stereo unspecified)
 : 9	6	0	-14	-5	2	0	-4	-1
O=C(COC(=O)c1cccc2ccccc12)NCC1CCCO1 (stereo unspecified)
 : -5	15	0	-16	-2	-1	11	2	1
Cc1nc(SCC(=O)N2CCN(c3ccccc3)CC2)n[nH]1
 : 11	5	1	-4	4	-2	-1	-3	-2
Cc1cccc(CC2CC(=O)N(C3CCCCC3)C2=O)c1 (stereo unspecified)
 : 0	-1	-2	7	4	x	-1	0	-5
Cc1ccccc1NC(=S)NC(NC(=O)N(C)C)C(Cl)(Cl)Cl (stereo unspecified)
 : -2	-8	2	8	-4	13	-8	-3	-4
CCN(CC(=O)Nc1c(F)cccc1F)C(=O)C1Cc2ccccc2CN1S(=O)(=O)CC (stereo unspecified)
 : -4	-5	2	12	3	1	10	3	-3
COC(=O)c1ccc(C(=O)OC)c(=O)[nH]1
 : 2	12	0	-16	2	-1	3	-2	-2
O=S(O)OC1CS(=O)(=O)CC1c1ccccc1 (stereo unspecified)
 : 4	11	-1	-4	3	2	4	-1	-1
O=C(Nc1ccc2c(c1)OCO2)c1ccc(CO)cc1
 : -3	-1	2	1	-5	12	0	2	-2
COc1ccc(OCC(O)CNC(=O)c2ccc(C)cc2)cc1 (stereo unspecified)
 : 4	0	12	5	15	0	-4	4	-3
Cc1c(O[C@@H]2O[C@H](CO)[C@@H](O)[C@H](O)[C@H]2O)c(CO)c(O[C@@H]2O[C@H](CO)[C@@H](O)[C@H](O)[C@H]2O)c2c1O[C@@H](c1ccccc1)C[C@@H]2O
 : 13	11	3	-2	6	6	-6	1	-2
N#CCc1ccc(NC(=O)c2cc(S(=O)(=O)N3CCOCC3)ccc2Cl)cc1
 : 0	0	6	10	0	4	6	1	-2
Cc1cc(=O)[nH]c(SCCOc2cccc(C(F)(F)F)c2)n1
 : -5	6	0	-7	3	5	0	4	-3
COc1ccc(CCNC(=O)CSc2nc(-c3ccc(OC)c(OC)c3)ccc2C#N)cc1
 : 4	12	0	-7	-3	-1	2	-1	-2

Molecules shown so far with a cyano group, in the order listed:
Results follow in this order: CHRM5 antagonist	M1 PAM	M4 ag	CHRM1 antagonist	CHRM4 antagonist	TAAR1 ag	CHRM5 PAM	CHRM5 agonist	CHRM1 agonist
CN(C)CCN(Cc1ccccc1)c1nccc(N(C)C)c1C#N
 : 4	9	2	-29	7	3	-2	-6	-10
N#CCc1ccc(NC(=O)c2cc(S(=O)(=O)N3CCOCC3)ccc2Cl)cc1
 : 0	0	6	10	0	4	6	1	-2
COc1ccc(CCNC(=O)CSc2nc(-c3ccc(OC)c(OC)c3)ccc2C#N)cc1
 : 4	12	0	-7	-3	-1	2	-1	-2

Going on with the list.
Results follow in this order: CHRM5 antagonist	M1 PAM	M4 ag	CHRM1 antagonist	CHRM4 antagonist	TAAR1 ag	CHRM5 PAM	CHRM5 agonist	CHRM1 agonist
COc1cc(/C=N/n2c(SC)nnc(C(C)(C)C)c2=O)ccc1O
 : -3	3	0	-5	0	6	1	4	-1
Cc1cc(C(=O)N2CC(C)CC(C)C2)n(-c2ccccc2)n1 (stereo unspecified)
 : -3	7	1	-18	-14	0	0	-1	-3
O=C(Cn1cncn1)N/N=C/c1ccccc1O
 : 3	7	1	-13	3	21	6	2	-2
O=C(CCS(=O)(=O)Cc1ccccc1)N1CCN(c2ccc([N+](=O)[O-])cc2)CC1
 : 10	-3	10	1	4	1	-1	5	-3
O=C(NCC(O)c1ccccc1)c1cccc(S(=O)(=O)N2CCOCC2)c1 (stereo unspecified)
 : -2	8	1	-14	-4	6	2	-3	-5
COc1ccc(C(=O)Cn2c(NCCO)nc3ccccc32)cc1
 : 0	6	1	-2	7	3	-1	-1	-8
Cc1ccc(C(=O)COc2ccc3c(C)cc(=O)oc3c2)cc1
 : -2	8	1	-11	-2	-1	5	-3	-6
Cc1ccc(S(=O)(=O)NCc2ccccc2)cc1C(=O)N(C)Cc1ccccc1F
 : 22	14	7	-6	-20	3	-8	-2	-1
CC(CO)NS(=O)(=O)c1ccc(Br)cc1F (stereo unspecified)
 : -1	3	0	-2	2	7	3	0	-4
COC(=O)[C@]12CCCCC=C1N(CCc1ccc(OC)c(OC)c1)C(=O)[C@H](CC(=O)N1CCCCC1)C2
 : 25	x	22	x	-3	12	-19	4	x
NC(=O)NC(CC(=O)NNC(=O)c1ccccn1)c1ccc(Cl)cc1 (stereo unspecified)
 : 11	-2	0	12	12	-2	-5	-3	-3
CC1CCCC(NS(=O)(=O)c2ccc3c(c2)OCCO3)C1C (stereo unspecified)
 : -5	4	1	-3	-8	9	-5	-5	-5
COc1cc(C2c3[nH]c4ccccc4c3C[C@@H]3C(=O)N(Cc4ccco4)CC(=O)N23)cc(OC)c1OC (stereo partly specified)
 : 11	8	24	3	-2	30	-16	14	5
COc1ccc(CCNC(=O)CSCc2ccc(Br)cc2)cc1OC
 : 3	2	3	1	4	5	8	-3	-1
NC(Cc1ccc(C(F)(F)F)cc1)c1csc(Nc2ccc(S(N)(=O)=O)cc2)n1 (stereo unspecified)
 : -2	0	0	-7	0	3	-3	1	-5
O=C(COC(=O)c1ccc(F)cc1F)Nc1ccc2c(c1)OCO2
 : -4	16	1	-14	-2	3	0	1	0
CCOc1nc(NCCO)nc(NCCC2=CCCCC2)n1
 : 6	6	3	-2	1	6	2	-6	-5
C=CCOc1ccc(/C=C\c2nc(O)c([N+](=O)[O-])c(=O)[nH]2)cc1OC
 : -5	0	0	-8	6	x	-4	0	-4
OCC1CCN(Cc2nc(Cc3ccccc3Cl)no2)CC1
 : -6	12	1	-11	0	0	0	-1	-9
CCc1ccc(NS(=O)(=O)c2ccc3[nH]cc(C(=O)N4CCCCC4)c(=O)c3c2)cc1
 : -5	10	0	-40	-2	0	12	1	-3
COc1ccc(OC)c(/C=N/NC(=O)c2cc3c(OC)cccc3[nH]2)c1
 : 5	-3	8	-1	-27	11	-17	-4	-2
CCOc1ccc2nc(NC(=O)CSc3nc4ccccc4c(=O)n3Cc3ccco3)sc2c1
 : 1	12	0	-14	2	5	14	-3	-1
CC(C)CCNC(=O)CCCC1=NS(=O)(=O)c2ccccc2N1
 : -10	16	1	-27	-11	2	4	-4	-7
CCOC(=O)C1=Nc2ccccc2C1=[N+]=[N-]
 : 0	0	1	-1	3	2	-4	1	-5
CC(OC(=O)Cc1n[nH]c(=O)c2ccccc12)C(=O)Nc1cc(Cl)cc(Cl)c1 (stereo unspecified)
 : 0	5	0	-11	0	-1	-6	2	2
COc1ccc(C(C)=O)cc1CSc1nc2cc(C(=O)O)ccc2c(=O)n1Cc1ccccc1
 : 7	2	2	-4	28*	17	2	1	4
O=C(COc1ccccc1)NNC(=O)COc1ccc([N+](=O)[O-])cc1
 : 1	5	1	2	0	0	0	2	-3
CCOc1cc2c(c3c1C(c1ccccc1)N(S(=O)(=O)c1ccc(C)cc1)C3)C(=O)C=CC2=O (stereo unspecified)
 : 2	7	0	4	-11	2	2	3	0
O=C(NCCc1ccco1)C(=O)NCCC1CCCCN1S(=O)(=O)c1ccccc1 (stereo unspecified)
 : 7	5	1	4	-5	0	0	-1	-3
NNC(=O)c1cccc(COCC(F)(F)C(F)F)c1
 : 3	5	4	-12	-10	0	-2	-1	-3
COc1ccc(/C=N/NC(=O)CSCc2ccc([N+](=O)[O-])cc2)cc1OC
 : -3	-1	3	3	-10	6	-6	1	-4
CCN1CCN(CC(O)COCc2cc(OC)c(OC)c(OC)c2)CC1 (stereo unspecified)
 : -2	10	1	-5	7	4	-4	-1	-4
O=C(O)C1CCCN1S(=O)(=O)c1ccc2c(c1)CCC2 (stereo unspecified)
 : -4	-10	-1	11	10	2	2	-6	-12
O=C(CCN1C(=O)COc2ccccc21)NCc1ccco1
 : 3	5	1	-8	-2	11	-6	0	-3
COc1cccc(/C(O)=C2/C(=O)C(=O)N(CCN(C)C)C2c2ccccn2)c1 (stereo unspecified)
 : -9	5	0	-4	-4	14	5	-7	-4
Cc1ccc(CN2CC(N3CCN(Cc4cccc(C)c4)CC3)CS2(=O)=O)cc1 (stereo unspecified)
 : -2	-6	5	10	-8	-1	-6	-3	-7
O=C(COc1ccccc1)Nn1cnc2ccccc21
 : -5	9	1	-18	-5	11	-7	1	2

Records listed above that bear a hit mark in CHRM4 antagonist.
Molecule	CHRM5 antagonist	M1 PAM	M4 ag	CHRM1 antagonist	CHRM4 antagonist	CHRM5 PAM	CHRM5 agonist	CHRM1 agonist
COc1ccc(C(C)=O)cc1CSc1nc2cc(C(=O)O)ccc2c(=O)n1Cc1ccccc1	7	2	2	-4	28*	2	1	4

Only part of the results is shown. The share of hits here may be higher or lower than overall.
